Bioassay records (PubChem)
CFTR F508del cor – correctors of CFTR F508del function in bronchial epithelial cells; CFBE cells, YFP halide quenching; stimulated with forskolin plus potentiator P3; % fluorescence drop versus neutral controls; activity (quench increase), % at 7.58 µM; 0.36% of 350,000 active; AID 720511;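 active = mean added fluorescence quench of at least 8% versus neutral control, with both replicates also reaching 8%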;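 also: cells transiently co-express mutant CFTR-F508del with the halide-sensitive YFP; corrector assay measuring rescue of mutant channel to the surface after 24 h compound exposure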
Xi reactivation – activators of X-chromosome reactivation in mouse fibroblasts; XiGFP mouse fibroblasts, % GFP-positive cells imaging, 3 d; cells co-treated with 5-aza-dC sensitizer; scaled so ellipticine positive control = 100%; activation, % at 7.58 µM; 0.055% of 360,000 active; AID 743238;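 active = mean normalized replicate activation at least 10% and every replicate at or above 10%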;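 also: 0% = median of on-plate neutral control wells and 100% = ellipticine 6 µM median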
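material = 68-5-11 XiGFP fibroblast line | medium = DMEM plus 5-aza-dC sensitizer | schedule = 3 days compound exposure | benchmarks = positive control ellipticine, 6 µM final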
RAD54 inh – blocks human RAD54 Holliday junction branch migration. inhibition, % at 10.4 µM. 0.14% of 360,000 active. Q92698. FAM/BHQ fluorescence;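 active = mean normalized replicate activity at least 40 and at least half of replicates scoring 40 or more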;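 also: 0% = median of neutral control wells and 100% = median of positive control wells; inhibitors cause a drop in the FAM fluorescence signal; in these data hits start at about 50%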
esBAF inh – inhibitors of esBAF chromatin remodeling in mouse ES cells | AID 602393 | reporter increase, % at 12.5 µM | 2% of 350,000 active | Bmi1-luciferase knock-in reporter, 24 h; 100% = twice the neutral-well signal; in the data active = activation above about 40%;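 also: 0% = median of the plate's neutral control wells and 100% = double that signal; a rise in the Bmi1 reporter signal indicates esBAF inhibition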
ERAP1 inh – inhibitors of human ERAP1 aminopeptidase; Q9NZ08; recombinant ERAP1, Leu-AMC fluorescence, 60 min; inhibition, % at 10.7 µM; 0.15% of 340,000 active;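 active = mean replicate inhibition of at least 30%, or all replicates individually reaching that 30% level; inactive = mean below 30% and not every replicate reaching it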;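 also: 0% = neutral control wells and 100% = L-leucinethiol positive control wells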
INS-1E GSIS act – GLuc luminescence reporter in INS-1E cells, primary screen for activators of glucose-dependent secretion of insulin | INS-1E GLuc reporter insulin secretion, 2-3 h | activation, % at 16.6 µM | 0.61% of 370,000 active;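 active = lowest replicate activation of at least 40%, so every replicate reaches that level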;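 also: 0% = median of neutral control wells and 100% = median of IBMX positive control wells; some compounds called inactive have numbers as strong as hits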
ARNT-TACC3 inh – disruptors of human ARNT/TACC3 interaction; AlphaScreen His-ARNT PAS-B/GST-TACC3 binding, luminescence; TACC3 fragment carries E629A point mutation; inhibition, % at 9.99 µM; 0.66% of 390,000 active; AID 623870;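 active = mean inhibition of replicates at least 50% and at least half of replicates each reaching 50%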;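 also: 0% = complete ARNT plus TACC3 wells and 100% = ARNT alone without TACC3; many hits fall short of the cut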
RAD52 inh – RAD52 (human) annealing inhibition; P43351; recombinant RAD52 DNA annealing, FRET fluorescence; inhibition, % at 18.7 µM; 0.46% of 360,000 active;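 active = every replicate showing at least 50% inhibition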
Target sequence (P43351 whole entry, looked up): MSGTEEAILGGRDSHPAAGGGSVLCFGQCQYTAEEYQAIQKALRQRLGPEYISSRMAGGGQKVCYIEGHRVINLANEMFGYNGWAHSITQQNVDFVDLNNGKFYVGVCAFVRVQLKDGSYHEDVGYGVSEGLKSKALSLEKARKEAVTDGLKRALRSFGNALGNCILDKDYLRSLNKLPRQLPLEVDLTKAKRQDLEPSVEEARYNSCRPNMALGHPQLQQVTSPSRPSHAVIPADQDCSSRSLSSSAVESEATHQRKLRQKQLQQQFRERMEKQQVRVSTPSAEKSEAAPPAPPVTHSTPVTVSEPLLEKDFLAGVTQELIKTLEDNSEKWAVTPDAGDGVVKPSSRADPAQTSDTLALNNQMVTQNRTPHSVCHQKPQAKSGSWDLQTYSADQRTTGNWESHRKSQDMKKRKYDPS
* = called active by the depositor; x = no result given.

Under each structure – CFTR F508del cor, Xi reactivation, RAD54 inh, esBAF inh, ERAP1 inh, INS-1E GSIS act, ARNT-TACC3 inh, RAD52 inh
#1 COc1ccc(S(=O)(=O)NC(N)=NCCc2ccc(OC)c(OC)c2)cc1C
    -2.0, 0.0, x, x, 0.9, 10.1, x, -2.5
#2 Cc1noc(C)c1NC(=O)NCC[C@@H]1CC[C@H](NC(=O)Nc2cccc(F)c2)[C@@H](CO)O1
    -0.1, 0.9, -12.1, 1.2, 1.5, -14.2, -16.6, 3.8
#3 COc1cc(OC)c2c(c1)S(=O)(=O)C(c1ccccc1)=C2N
    -0.1, 0.2, x, x, -3.6, 12.5, 4.4, -4.7
#4 COC(=O)CCc1c(C)c(C(=O)c2ccc(F)cc2)c2ccccn12
    0.0, 0.0, x, x, -2.1, -2.6, 6.2, -9.4
#5 C/C=C/c1cc(OC)c2c(c1)[C@H](C)[C@@H](c1ccc(O)c(OC)c1)O2
    2.4, x, -5.8, 1.3, 2.6, x, 3.5, -1.7
#6 Cc1cc(NC(=O)CCC(=O)N(CC(=O)NCC2CCCO2)c2ccccc2)no1 (configuration not stated)
    -1.3, 0.0, 9.0, -2.2, -1.0, -0.5, 0.9, -11.2
#7 COc1cccc(Cn2cc(-c3cccc(C(F)(F)F)c3)nn2)c1
    1.7, 0.1, -3.9, 0.2, 8.1, x, -4.7, -1.2
#8 COCC(=O)N1CC2(C1)[C@@H](c1ccc(-c3ccc(F)cc3)cc1)[C@H](CO)N2C(C)=O
    1.0, 0.6, x, x, x, 26.2, x, 4.9
#9 C=CCNC(=O)COC(=O)c1oc2ccccc2c1CSC1CCCCC1
    1.5, 0.1, 2.6, x, -3.7, x, -2.9, 0.1
#10 O=P(COCCOCCOCCOCP(=O)(c1ccccc1)c1ccccc1)(c1ccccc1)c1ccccc1
    3.2, 0.4, x, x, -2.1, -12.5, 1.0, -11.7
#11 Cc1ccccc1NC(=S)NC(C)C(c1ccccc1)N1CCN(C)CC1 (configuration not stated)
    -2.0, -0.1, x, x, -2.0, -1.5, 1.2, -10.5
#12 CC(=O)Nc1cccc(-c2ccnc3c2CC(C)(C(=O)NCc2ccccc2)O3)c1 (configuration not stated)
    6.0, 0.3, 2.8, -9.9, 7.5, -6.7, x, -6.2
#13 CCOC(=O)CSc1nc2sc3c(c2c(=O)n1-c1ccc(C)cc1)CCN(C)C3
    2.7, 0.0, 22.3, 6.0, -2.3, -5.9, x, 12.3
#14 CCNC(=O)C[C@H]1CC[C@H]2[C@H](COc3ccc(NC(=O)Nc4ccc(Cl)cc4)cc3C(=O)N2C)O1
    -0.8, 0.5, 1.9, 6.7, -1.0, -2.4, -0.5, -11.2
#15 Cc1ccc(S(=O)(=O)N2CC3C(=O)CC(c4ccccc4)N(S(=O)(=O)c4ccc(C)cc4)C3CC2c2cccc(Cl)c2)cc1 (configuration not stated)
    -5.9, -0.1, x, x, -3.8, -4.6, x, 2.5
#16 CCC(=O)N1[C@H](CO)[C@H](c2ccc(-c3ccccc3)cc2)[C@@H]1CNC(=O)COC
    0.3, -0.1, -7.3, -1.3, x, -1.5, -1.4, x
#17 COc1ccc(C#Cc2cccc(-c3nc(C(=O)N4CCN(C)CC4)cc4c3[C@H](CCO)N(S(=O)C(C)(C)C)C4)c2)cc1OC (some centres not stated)
    1.4, 0.0, -8.4, 1.0, 2.8, -8.9, x, -15.5
#18 CC(=O)c1ccccc1NS(=O)(=O)c1cccc2nonc12
    -0.3, 0.0, -0.2, -9.0, 3.3, 1.2, -0.1, -20.2
#19 Cc1ccc(S(=O)(=O)C(CNC(=O)C(C)C)c2cccs2)cc1 (configuration not stated)
    1.0, 0.0, -9.4, -6.0, -0.8, -4.9, -1.9, 13.3
#20 Cc1sc(N)c(C(=O)c2ccccc2Cl)c1C
    x, 0.1, -9.3, 1.5, 1.4, -11.9, 9.0, -12.2
#21 COc1ccc(C(=O)NC2CC2)cc1OC1CCN(Cc2ccc(NC(C)=O)cc2)CC1
    2.6, 0.1, 0.1, 3.9, -5.6, -5.1, -4.0, -6.3
#22 CCS(=O)(=O)N1[C@H](C#N)[C@@H](c2ccc(C#Cc3ccccc3F)cc2)[C@H]1CO
    -1.3, 0.0, -8.8, 21.9, 3.5, -15.3, -5.2, 10.9
#23 O=C(NNC(=O)C12CC3CC(CC(Cl)(C3)C1)C2)c1ccncc1
    -0.9, 0.0, -5.5, -1.8, -1.2, 19.3, 16.6, 0.3
#24 O=C(O)CC1(CC(=O)NCc2ccc(C(F)(F)F)cc2)CCCCC1
    1.8, 0.0, 1.4, -4.7, 2.5, x, -10.4, -13.1
#25 CC(C)COC(=O)/C(C#N)=C/c1cn(Cc2ccccc2)c2ccccc12
    x, 0.1, -10.4, x, x, -6.2, 1.3, x
#26 CC1=C/C(=N\N=C2\NC(=O)C(CC(=O)Nc3ccccc3F)S2)CC(C)(C)C1 (configuration not stated)
    1.0, 0.0, -28.3, 4.1, -2.6, -7.8, 7.2, -16.6
#27 COc1ccc(NC(=O)Nc2cccc([N+](=O)[O-])c2)cc1Cl
    x, 0.1, -6.2, x, -36.1, -46.3, 2.9, -9.1
#28 COc1ccc(C(=O)/C=C/c2ccc(O)cc2)c(O)c1CC=C(C)C
    0.8, 0.0, 6.2, 1.5, 8.8, x, 5.8, -32.3
#29 Cn1ccc(NC(=O)c2ccc([N+](=O)[O-])cc2)n1
    -0.9, 0.0, -0.2, 2.2, -0.8, 9.1, 0.6, -0.9
#30 CC1(C)Cc2ccccc2C2=NNC(=O)C2=N1
    -0.9, 0.0, -4.3, -4.4, -0.8, -11.2, 60.6*, 13.6
#31 Cc1cc2c(c(SCC(=O)Nc3ccc(C)c(C)c3)n1)C(=O)OC2
    -1.4, 0.1, 0.6, 3.0, -0.4, 6.0, -3.4, -4.2
#32 COc1ccc(S(=O)(=O)N(C)C[C@@H]2Oc3ccc(N(C)C)cc3CC(=O)N([C@H](C)CO)C[C@@H]2C)cc1
    0.7, 0.1, -10.7, -4.4, -6.0, 0.1, -16.4, 10.5
#33 Cc1ccc(C(=O)NCCN2CCNC2=O)cc1
    -0.9, 0.0, -3.0, x, 5.8, -6.1, -4.3, -8.9
#34 COC(=O)C1=CN(Cc2ccc(OC)cc2)C=C(C(=O)OC)C1c1ccc(O)c(OC)c1
    1.6, 0.1, 0.4, -4.3, 0.8, -4.1, -4.6, -0.4
#35 CC(C)OC(=O)CSc1nnc(-c2ccco2)n1N
    -2.3, 0.3, 3.6, -0.6, 3.7, -27.3, -24.3, -45.6
#36 COc1ccc(C(=O)CCc2ccccc2O)c(OC)c1
    -3.9, 0.0, 1.1, 92.4*, -4.1, x, -1.0, 5.8
#37 Cc1cc(Br)c(NC(=O)CSc2n[nH]c(N)n2)c(Br)c1
    -1.4, 0.1, 3.2, -2.6, 5.8, x, -9.8, -6.9
#38 CC=Cc1ccc2n(c1=O)C[C@H]1[C@H](CO)[C@@H](C(=O)NCC)[C@@H]2N1C(=O)C1CC1 (mixture of isomers)
    x, 0.1, 9.7, 1.2, -1.2, 6.8, -5.3, 10.3
#39 CCOc1ccc(-c2cccc(NS(=O)(=O)c3cc([N+](=O)[O-])ccc3C)c2)nn1
    1.6, 0.2, -2.7, -3.5, -0.2, -16.1, 10.0, -17.9
#40 CN1CCN(c2oc(-c3ccco3)nc2S(=O)(=O)c2ccccc2)CC1
    x, x, -10.5, 5.9, x, 2.3, -19.8, x
#41 CC1Cc2ccccc2N1CC(=O)Nc1ccc(Cl)c(S(=O)(=O)N(C)C)c1 (configuration not stated)
    0.9, -0.1, x, x, 0.1, 2.3, 7.0, -15.5
#42 Cc1ccc2c(c1)C1CN(C)CCC1N2C(=O)c1ccccc1NS(=O)(=O)c1ccc(F)cc1 (configuration not stated)
    x, 0.1, 8.1, x, -3.0, x, -8.1, -4.0
#43 CC(C)(C)C(=O)NC1CCN(S(=O)(=O)c2ccccc2F)CC1
    x, x, -0.4, -3.0, x, 4.9, 3.7, x
#44 COc1cc(C(C(=O)NC2CCCC2)N(C(=O)c2ccco2)c2ccccc2C(C)=O)cc(OC)c1OC (configuration not stated)
    0.7, 0.0, 1.4, x, 0.1, -10.0, 3.6, 0.2
#45 CCc1ccccc1NC(=O)C1NC(=O)CC1c1ccccc1 (configuration not stated)
    0.6, 0.2, -1.1, 1.8, x, -0.6, x, -10.6
#46 CCOc1ccccc1-c1ccc2nccn2c1
    0.7, -0.1, -23.6, -5.7, -0.5, 7.5, x, -18.3
#47 O=c1cc(O)c2sc3nc4c(c(C(F)(F)F)c3c2[nH]1)CCCCC4
    -3.8, 0.1, x, 2.5, x, 3.1, -69.5, -15.4
#48 CCc1ccc(NC(=O)C(C)OC(=O)Cc2cc(OC)c(OC)c(OC)c2)cc1 (configuration not stated)
    0.7, 0.1, x, x, -0.2, x, 0.7, -10.1
#49 Cc1ccc(OCC(=O)Nc2ccc3c(c2)nc(CCN2CCN(C)CC2)n3C)cc1
    -0.3, 0.1, x, x, 9.1, 15.4, 7.9, 7.7
#50 O=C(C[N+]1(CC#Cc2ccccc2)CCCCC1)c1ccccc1
    1.7, -0.2, 7.7, x, -0.5, -5.1, 0.6, -1.3

Further compounds follow:
Under each structure – CFTR F508del cor, Xi reactivation, RAD54 inh, esBAF inh, ERAP1 inh, INS-1E GSIS act, ARNT-TACC3 inh, RAD52 inh
#51 COc1cc(C2C(C(=O)c3ccc(C)o3)=C(O)C(=O)N2Cc2ccccc2)ccc1O (configuration not stated)
    1.2, -0.1, -3.9, x, 3.6, -21.7, 1.9, -3.8
#52 CC(C)[C@H](NC(=O)C1CCN(S(=O)(=O)c2ccc(F)cc2)CC1)C(=O)N1CCCCCC1
    0.1, 0.1, x, 3.0, 1.7, -6.3, x, -8.4
#53 CC(=O)N(Cc1cccs1)Cc1cc2ccc(C)c(C)c2nc1Cl
    -1.2, 0.1, x, x, 2.0, 3.5, -7.2, -14.2
#54 CO[C@@H]1CN(C)C(=O)c2cc(NC(=O)NC(C)C)ccc2OC[C@H](C)NC[C@@H]1C
    -1.6, -0.4, 10.3, -7.7, x, 5.2, -2.3, x
#55 CN1[C@@H]2c3ccc(C4=CCCCC4)c(=O)n3C[C@H]1[C@H](CO)[C@H]2C(=O)NCCc1ccccc1
    -5.3, 0.1, x, 3.2, x, -5.3, x, x
#56 CC(C)(C)N(Cc1ccccc1)C(=O)CN1C(=O)c2ccccc2S1(=O)=O
    -1.0, 0.0, 0.1, -7.6, -1.7, 3.1, 1.3, -18.5
